# Screening data deposited in PubChem BioAssay by several laboratories.
# H69AR growth 86K = growth inhibitors of human H69AR lung tumor cells. 85,000 compounds, 6% hits. viability, % at 10 µM. AID 598. H69AR lung tumor viability, ATP luminescence, 72 h; active compounds read low;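 active means viability at or below 40%; inactive means viability above 40%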;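 further: multidrug resistant small cell line overexpressing MRP-1 efflux transporter; 100% = mean luminescence of untreated control wells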
# ERa coact pot = enhances coactivator binding to human estrogen receptor alpha. TR-FRET ERalpha-LBD/SRC-Cy5 coactivator binding, 2 h; 100 = basal binding, no effect. AID 639. coactivator binding (% of control), % at 25.6 µM. 86,000 compounds, 1.3% hits; in the data active means activity above about 200%;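 further: binding measured in presence of low estradiol as agonist stimulus; 0% = peptide alone without receptor and 100% = receptor with peptide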
# Lung fibro prol = blocks proliferation of human lung fibroblasts | LL 47 human lung fibroblast viability, ATP luminescence; active compounds read low | viability, % at 10 µM | 85,000 compounds, 1.1% hits;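 active means viability at or below 50% in the single dose screen; inactive means viability above 50%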;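 further: compound exposure lasted 72 h before the ATP readout; 100% = median luminescence of untreated cell-only wells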
#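 Times – overnight cell rest, 72 h compound treatment at 37 °C · Test system – human lung fibroblast line LL 47, low passage · Amount – 1,150 cells in each well · Controls – cell-only wells, no compound · Doses – 0.1% DMSO in all compound wells · Measured by – CellTiter-Glo luminescence · Buffer or medium – IMEM plus 15% FBS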
# HUVEC inhibit = human endothelial cell proliferation inhibition. HUVEC proliferation, CellTiter-Glo luminescence, 72 h; active compounds read low. viability, % at 10 µM (by protocol). 86,000 compounds, 1.1% hits. AID 648;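 active means viability at or below 30%; inactive means viability above 30%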;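 further: 100% = median luminescence of DMSO-only cell control wells on each plate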
# CYP2C19 inhib = inhibitors of human CYP2C19; inhibition, % at 5 µM; 96,000 compounds, 21% hits; P33261; AID 778; CYP2C19 Supersomes, luciferin-H EGE luminescence, 30 min;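 active means CYP2C19 inhibition above a set limit at 5 µM in the primary screen, cut at about 50% in these data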;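 further: plate controls were negative control wells for no effect and 2.5 mM tranylcypromine positive control for full effect; values of inactives mirror those of a sister screen read the other way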
# CYP2C19 act = cytochrome P450 2C19 (human) activation; activation factor at 5 µM; 96,000 tested, under 10 active; recombinant CYP2C19, luciferin-H EGE luminescence; active compounds read high; 0 = fully inhibited enzyme, 1 = untreated enzyme; P33261;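 active means activation factor of at least 2 at 5 µM in the primary screen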;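 further: 0 = wells with 2.5 mM tranylcypromine and 1 = vehicle-only wells; values of inactives mirror those of a sister screen read the other way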
# Mac1 fbg enh = enhancers of human CD11b/CD18 binding to fibrinogen. K562 CD11b/CD18 adhesion to fibrinogen, ATPlite luminescence. activation, % at 10 µM. 93,000 compounds, 0.07% hits. AID 1499;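 active means 10 µM primary screen giving 50% or more activity, confirmed by 40% or more on retest at that dose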; further: strong numbers were not always called active
# Target sequence (P05107 whole entry, looked up, other chains not shown): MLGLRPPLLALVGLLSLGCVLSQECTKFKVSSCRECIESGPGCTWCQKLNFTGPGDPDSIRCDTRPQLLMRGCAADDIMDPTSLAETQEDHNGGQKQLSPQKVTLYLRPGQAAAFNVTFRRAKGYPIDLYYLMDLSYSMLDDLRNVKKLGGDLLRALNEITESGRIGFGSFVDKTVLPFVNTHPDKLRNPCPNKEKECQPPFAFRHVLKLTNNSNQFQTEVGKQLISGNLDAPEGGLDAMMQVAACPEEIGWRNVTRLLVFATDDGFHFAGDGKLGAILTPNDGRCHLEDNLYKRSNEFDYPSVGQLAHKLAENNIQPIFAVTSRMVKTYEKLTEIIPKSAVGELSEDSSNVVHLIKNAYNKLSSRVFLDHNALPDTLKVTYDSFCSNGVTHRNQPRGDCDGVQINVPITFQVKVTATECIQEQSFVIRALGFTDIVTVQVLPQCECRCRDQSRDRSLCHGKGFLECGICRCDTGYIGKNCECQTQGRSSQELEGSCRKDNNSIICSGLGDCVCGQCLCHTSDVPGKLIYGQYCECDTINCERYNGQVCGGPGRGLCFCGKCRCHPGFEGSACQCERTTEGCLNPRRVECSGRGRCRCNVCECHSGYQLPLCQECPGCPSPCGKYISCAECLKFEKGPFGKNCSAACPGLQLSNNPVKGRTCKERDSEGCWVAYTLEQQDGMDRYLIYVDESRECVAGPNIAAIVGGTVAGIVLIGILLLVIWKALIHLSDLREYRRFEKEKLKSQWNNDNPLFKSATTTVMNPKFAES
# ERa coact inh = blocks coactivator binding to human estrogen receptor alpha; 86,000 compounds, 1.7% hits; inhibition, % at 25.6 µM; P03372; TR-FRET ER-alpha LBD / SRC-1 peptide, estradiol-bound; in the data active means inhibition above about 50%;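 further: 0% = receptor plus peptide control and 100% = peptide only without receptor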
# Mac1 fbg inh = inhibitors of human CD11b/CD18 binding to fibrinogen. P05107+P11215. K562 CD11b/CD18 adhesion to fibrinogen, ATPlite luminescence; Mn2+ added to activate the integrin. inhibition, % at 10 µM. 93,000 compounds, 0.54% hits. AID 1497;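 active means primary inhibition of 50% or more at 10 µM, then 40% or more on retest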; further: some results filed as inactive read as strong as hits
# An asterisk follows results filed as active; . = not tested or not shown; [ ] = remark or other dose.
SMILES,H69AR growth 86K,ERa coact pot,Lung fibro prol,HUVEC inhibit,CYP2C19 inhib,CYP2C19 act,Mac1 fbg enh,ERa coact inh,Mac1 fbg inh
O=C(NCCc1cn2ccsc2n1)C1CCCCC1,98.2,125.3,94.4,101.3,23.0,0.8,-1.0,6.3,2.4
CCOC(=O)NC(Nc1nc2ccccc2s1)(C(=O)OCC)C(F)(F)F (stereo not drawn),98.2,115.0,104.1,93.5,93.3*,0.1,-0.2,-4.5,-9.5
OC(COCC1CC=CCC1)Cn1cnc2ccccc21 (stereo not drawn),95.0,112.6,99.9,111.6,72.1*,0.3,3.6,1.3[fluorescence artefact?],-24.0
COc1cccc(Cn2nnc(C(=O)NCc3ccccc3Cl)c2N)c1,83.0,109.4,93.6,90.3,22.6,0.8,-0.6,-8.9,-2.3
CCS(=O)(=O)NCc1csc(-c2ccccc2)n1,109.1,90.8[fluorescence artefact?],99.9,97.9,69.7*,0.3,-3.0,-1.5,-15.1
O=C(CSc1ncccn1)Nc1ccccc1,.,.,.,.,30.5,0.7,0.8,.,-35.5
O=C(Cc1cccs1)N1CCN(C(=O)C2CCCO2)CC1 (stereo not drawn),106.7,107.6,97.9,95.6,8.6,0.9,4.2,-7.1,-21.4
Cc1ccc2c(c1)NCC(C(=O)NC1CCCCC1)O2 (stereo not drawn),100.7,131.0,111.0,99.9,59.3*,0.4,-0.6,-5.6,12.7
CC(=O)N1CSCC1C(=O)O (stereo not drawn),93.5,106.0,97.5,106.1,2.2,1,-3.8,7.3[fluorescence artefact?],4.2
COc1cc2c(cc1NC(=O)COc1ccc3ccccc3c1)oc1ccccc12,.,.,.,.,-6.8,1.1,2.1,.,10.5
c1coc(CNc2nc3sc4c(c3c3ncnn23)CCCC4)c1,100.3,96.8,106.4,94.1,0.7,1,-3.6,7.9,-1.5
COc1ccc(NC(=O)c2cc(C3CC3)on2)c(OC)c1,88.5,89.6,105.1,95.5,-3.1,1,0.9,14.1,-30.3
COC(=O)c1ccc(C)c(NC(=O)c2c(-c3ccccc3)noc2C)c1,57.0,120.3,100.3,84.3,69.3*,0.3,-2.8,-1.3,-9.2
COc1ccc(Cl)cc1Nc1nc(-c2sc(NC(=O)CC(C)C)nc2C)cs1,.,.,.,.,32.5,0.7,15.8,.,-8.2
Cc1nonc1OC(C)CNc1ccc([N+](=O)[O-])cc1 (stereo not drawn),.,.,.,.,97.8*,0,-0.2,.,3.5
Cc1ccccc1/[N+]([O-])=C/c1ccncc1,.,.,.,.,42.4,0.6,0.6,.,2.0
C=CCn1c(=NC(=O)CN2C(=O)CCC2=O)sc2cccc(OC)c21,87.9,107.5,100.0,104.1,44.3,0.6,4.3,-3.5,1.8
CCC1(CC)NC(=O)N(CC(=O)OCC(=O)Nc2cc(C)ccc2C)C1=O,103.4,95.8[fluorescence artefact?],96.3,93.5,47.8,0.5,-2.4,4.4[fluorescence artefact?],-0.7
CCNC(=O)CSc1nnc(-c2cccc(S(=O)(=O)N(CC)CC)c2)n1CCc1ccccc1,101.1,102.1,108.7,91.8,-17.1,1.2,-2.0,-5.0,13.9
COc1ccc(C2CC(c3cc(Br)ccc3F)n3nnnc3N2)cc1 (stereo not drawn),100.6,88.8,101.4,105.2,38.1,0.6,-3.3,0.7,-10.2
CC(C)C1N(c2ccccc2)C(N)=C(C#N)C1(C#N)C#N (stereo not drawn),85.3,105.5,82.2,95.7,49.2,0.5,-1.1,2.6,-3.4
Cc1ccc(S(=O)(=O)N(C)CC(=O)O/N=C(\N)c2cccc([N+](=O)[O-])c2)cc1,78.6,109.3,96.8,90.1,19.1,0.8,1.8,0.9,-29.4
CCOC(=O)N1CCN(C(=O)c2oc3ccc(S(=O)(=O)N4CCCCC4)cc3c2C)CC1,93.0,104.0,93.5,104.7,14.8,0.9,-3.3,-6.5,26.6
CC1(C)CC(=O)C2=C(C1)Nc1ccccc1NC2c1cccnc1 (stereo not drawn),55.6,96.8,95.4,96.4,-6.3,1.1,-0.9,-18.5,0.5
CCCn1c(NCc2cccc(OC)c2O)nc2ccccc21,77.9,106.8,93.8,80.1,.,.,.,-40.4,.
Cc1c(NC(=O)c2cnn3c2NC(c2ccco2)CC3C(F)(F)F)c(=O)n(-c2ccccc2)n1C (stereo not drawn),94.2,91.3,100.3,93.3,-12.2,1.1,5.5,-13.5,-20.5
CC(C)CNC(=O)CN(C1CCCCC1)S(C)(=O)=O,103.0,107.7,112.8,95.1,11.5,0.9,-5.9,-12.6,-10.8
CCC(=O)Nc1ccc2nc(C3CC3)n(Cc3ccccc3)c(=O)c2c1,63.3,97.1,98.8,84.7,-2.8,1,-2.8,6.1[fluorescence artefact?],-8.8
CCOc1cccc(NC(=O)C2CCCN(S(=O)(=O)c3ccc(-n4cnnn4)cc3)C2)c1 (stereo not drawn),.,236.9*[fluorescence artefact?],78.9,81.8,2.6,1,1.3,-8.3,14.9
Cc1occc1-c1nnc(SCC(=O)NCc2cccs2)n1CC1CCCO1 (stereo not drawn),81.9,107.0,102.2,99.0,-3.2,1,1.2,-23.5[fluorescence artefact?],6.6
O=C(Oc1ccc2c(c1)OCC2=O)c1ccccc1,95.5,86.0,97.4,103.3,-9.2,1.1,-3.4,44.0,-1.1
O=C(Cn1cnc2c(cnn2-c2ccccc2)c1=O)NCc1ccccc1,30.8*,108.8,98.6,62.2,-10.8,1.1,-3.8,17.0[fluorescence artefact?],21.4
Cc1c(Cl)ccc2c1NC(=O)[C@]21N[C@@H](Cc2ccccc2)[C@H]2C(=O)N(c3ccc(F)cc3)C(=O)[C@H]21,18.9*,115.6,89.4,67.1,19.0,0.8,-1.8,-10.5,-3.3
COc1cccc(C(=O)N2CCN(S(=O)(=O)Cc3ccccc3)CC2)c1,91.0,119.5,100.4,99.8,41.0,0.6,0.8,-2.5,25.1
CCC(C)NC(=O)c1c(N)n(/N=C/c2ccccn2)c2nc3ccccc3nc12 (stereo not drawn),11.3*,82.0[fluorescence artefact?],98.7,12.2*,22.9,0.8,0.5,2.1[fluorescence artefact?],1.3
CN(C)c1nc(Oc2ccc(=O)[nH]n2)nc(N2CCOCC2)n1,104.4,99.6,105.4,87.4,23.2,0.8,.,0.8,.
C[C@H](NC(=O)OC(C)(C)C)C(=O)NCC1CCC(C(=O)O)CC1 (stereo partly drawn),90.1,107.5,99.3,99.7,-23.0,1.2,4.7,-1.5,-0.4
COc1cccc(-c2nc(CS(=O)CC(=O)NCc3ccc4c(c3)OCO4)c(C)o2)c1 (stereo not drawn),83.3,95.5,91.7,91.6,77.4*,0.2,-0.1,-3.9,4.1
COc1ccc(Cn2nnnc2C(c2ccc(F)cc2)N2CCN(C3CCCC3)CC2)cc1 (stereo not drawn),60.5,107.0,93.9,79.1,88.2*,0.1,1.0,-2.0,8.8
Cc1ccccc1NC(=S)NN1CCN(C)CC1,100.6,100.7,101.0,99.5,-1.0,1,.,-2.2,.
CCC1(C)Cc2ccccc2-c2nc(NCCO)n(-c3ccc(C)cc3)c(=O)c21 (stereo not drawn),69.2,105.4,89.8,95.6,67.0*,0.3,0.9,6.1,0.0
C=CCOc1ccc(/C(O)=C2\C(=O)C(=O)N(CCOC)C2c2cccnc2)cc1 (stereo not drawn),98.2,89.4,104.6,93.3,-1.2,1,.,1.1,.
CC1(C)NC(=O)N(CC(O)CNC23CC4CC(CC(C4)C2)C3)C1=O (stereo not drawn),96.8,101.4,97.6,91.9,7.0,0.9,-1.4,-1.5,-4.9
CCn1c(CCCOc2ccc(Cl)cc2Cl)nnc1SCC(=O)Nc1cccc(F)c1,.,.,.,.,-13.2,1.1,-2.5,.,16.1
COc1ccc(CNc2ccccc2)cc1Br,96.8,93.6,99.9,105.3,.,.,.,-9.7,.
CCc1cc(C(=O)NNC(=S)Nc2cccc(C)c2)cs1,66.9,80.2,97.3,99.3,.,.,.,2.6,.
COC(=O)c1ccc(C2C(Oc3ccc(OC)cc3)C(=O)N2CCc2ccc(F)cc2)cc1 (stereo not drawn),.,.,.,.,56.2*,0.4,-0.7,.,5.0
Brc1cnn(-c2nc(N3CCOCC3)nc(N3CCOCC3)n2)c1,75.3,101.5[fluorescence artefact?],83.2,79.7,.,.,.,-3.2,.
COc1ccc(S(=O)(=O)NC(CC(=O)NCc2ccco2)c2ccco2)cc1 (stereo not drawn),112.0,101.0,92.7,86.8,23.2,0.8,11.4,-3.3,-29.2
Cc1cc(C(=O)Nc2cccc3ncccc23)no1,60.3,112.9,87.0,79.4,-2.6,1,-2.0,4.6,4.3

# Grouped by structure: the entries above containing a halogen
SMILES,H69AR growth 86K,ERa coact pot,Lung fibro prol,HUVEC inhibit,CYP2C19 inhib,CYP2C19 act,Mac1 fbg enh,ERa coact inh,Mac1 fbg inh
CCOC(=O)NC(Nc1nc2ccccc2s1)(C(=O)OCC)C(F)(F)F (stereo not drawn),98.2,115.0,104.1,93.5,93.3*,0.1,-0.2,-4.5,-9.5
COc1cccc(Cn2nnc(C(=O)NCc3ccccc3Cl)c2N)c1,83.0,109.4,93.6,90.3,22.6,0.8,-0.6,-8.9,-2.3
COc1ccc(Cl)cc1Nc1nc(-c2sc(NC(=O)CC(C)C)nc2C)cs1,.,.,.,.,32.5,0.7,15.8,.,-8.2
COc1ccc(C2CC(c3cc(Br)ccc3F)n3nnnc3N2)cc1 (stereo not drawn),100.6,88.8,101.4,105.2,38.1,0.6,-3.3,0.7,-10.2
Cc1c(NC(=O)c2cnn3c2NC(c2ccco2)CC3C(F)(F)F)c(=O)n(-c2ccccc2)n1C (stereo not drawn),94.2,91.3,100.3,93.3,-12.2,1.1,5.5,-13.5,-20.5
Cc1c(Cl)ccc2c1NC(=O)[C@]21N[C@@H](Cc2ccccc2)[C@H]2C(=O)N(c3ccc(F)cc3)C(=O)[C@H]21,18.9*,115.6,89.4,67.1,19.0,0.8,-1.8,-10.5,-3.3
COc1ccc(Cn2nnnc2C(c2ccc(F)cc2)N2CCN(C3CCCC3)CC2)cc1 (stereo not drawn),60.5,107.0,93.9,79.1,88.2*,0.1,1.0,-2.0,8.8
CCn1c(CCCOc2ccc(Cl)cc2Cl)nnc1SCC(=O)Nc1cccc(F)c1,.,.,.,.,-13.2,1.1,-2.5,.,16.1
COc1ccc(CNc2ccccc2)cc1Br,96.8,93.6,99.9,105.3,.,.,.,-9.7,.
COC(=O)c1ccc(C2C(Oc3ccc(OC)cc3)C(=O)N2CCc2ccc(F)cc2)cc1 (stereo not drawn),.,.,.,.,56.2*,0.4,-0.7,.,5.0
Brc1cnn(-c2nc(N3CCOCC3)nc(N3CCOCC3)n2)c1,75.3,101.5[fluorescence artefact?],83.2,79.7,.,.,.,-3.2,.
